Source: PubChem
M1AAP inhibition – malaria alanyl aminopeptidase activity blockers – biochemical, fluorogenic H-Leu-NHMec substrate, 1536-well (AID 1445); recombinant M1AAP, H-Leu-NHMec fluorogenic kinetic assay; higher % means a stronger effect; 220,000 compounds, 0.42% hits; inhibition, % at 30 µM, or IC50 in µM where a hit was titrated;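 active means primary inhibition above the hit cutoff, then over 50% inhibition at one or more dose response concentrations, cut at about 23% in these data, passing the limit was not always enough; inconclusive means conflicting primary data, or primary hits not chosen for dose response; inactive means low primary inhibition, or under 50% at every dose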;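 further: plate controls were DMSO full reaction for no effect and no enzyme background for full effect; strong numbers were not always called active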
MT stabilize HCS – microtubule stabilizers in HeLa cells. HeLa tubulin immunostaining HCS, 24 h; share of cells brighter than vehicle mean+2SD. % tubulin-high responders, % at 10 µM. 200,000 compounds, 0.83% hits;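 active means plate Z-score above 3 for both tubulin-high and condensed-nucleus cell shares, with cell loss under 80%, at 10 µM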;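 further: anti alpha tubulin signal scored within the nucleus-defined area of each cell; some results filed as inactive read as strong as hits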
Insulin prom up – MIN6 insulin promoter up-regulation | AID 1625 | MIN6 insulin promoter-GFP reporter, high-content imaging; active compounds read high | z-score at 5 µM | 190,000 compounds, 0.3% hits;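 active means z-score above 3 at 5 µM with at least 500 cells counted in the well; inconclusive means wells under 500 cells, flagged as cytotoxic or low count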
Dynein transport – blocks dynein driven cargo transport along microtubules; 3617.4 mouse cells, GR-EGFP nuclear translocation imaging; test concentration mostly 20 µM; stimulated with dexamethasone, 1 µM; active compounds read low; z-score, hits read low; 220,000 compounds, 0.47% hits; AID 1381;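 active means plate z-score of nuclear minus cytoplasmic receptor signal below a set negative limit, without overly bright fluorescence or cell loss, cut at about -3.5 in these data, passing the limit was not always enough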;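 further: z-score of nuclear minus cytoplasmic ring GR-EGFP intensity difference per well; some compounds called inactive have numbers as strong as hits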
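Buffer or medium: tetracycline-free induction medium containing charcoal-stripped FBS / Reagent: dexamethasone agonist, 1.0 µM final, for 30 min / Technique: automated 10x imaging of fixed Hoechst-stained cells / Times: induction 48 h, compound 1 h, agonist 30 min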
Autophagy HCS – alters autophagy in cells; MEF GFP-LC3 puncta imaging; test concentration mostly 10 µM; calls only at 10 µM (by protocol); 190,000 compounds, 0.98% hits;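 active means percentage of spot-positive cells more than 3 SD above its plate mean, without a fluorescence outlier flag or 80% toxicity; inconclusive means no clear call, values can overlap the other calls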;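 further: spot-positive cell cutoff set from DMSO-treated cells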
Hep lipid drop – hepatic lipid droplet formation modulation | inhibition, % at 6.5 µM | 240,000 compounds, 0.4% hits | AID 1656 | AML12 mouse hepatocytes, oleate lipid droplets, BODIPY imaging;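 active means lipid droplet intensity inhibited by at least 50%, with more than 500 cells counted; inconclusive means wells with under 300 cells, treated as cytotoxic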
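Technique: fluorescence imaging, 20x objective, two fields per well / Assay system: AML12 hepatocytes (mouse) / Measure: % inhibition of lipid droplet signal / Doses: 6.5 µM single-point dosing / Incubation: overnight exposure / Reagent: 100 µM oleic acid challenge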
Yfh1-depleted yeast – mitochondrial function rescue without frataxin homolog – Friedreich's ataxia, plus single-dose screen, dose response (AID 1465). fold induction at 50 µM, or EC50 in µM where a hit was titrated. 220,000 compounds, 0.074% hits. S. cerevisiae Yfh1-off respiration, WST-1 reduction, 72 h; higher fold induction means a stronger effect;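 active means fold induction of absorbance versus untreated yeast above a set limit, then at least 30% activation at any dose in follow-up; inconclusive means repeats straddling the limit, or above it without dose testing; inactive means fold induction below the set limit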;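 further: activators that raise dye reduction in frataxin-depleted yeast; strong numbers were not always called active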
ER stress rescue – rescue of cells from ER stress-induced death, primary screen, 384-well, CSM14.1, thapsigargin, ATP luminescence (AID 1222) | CSM14.1 thapsigargin-induced death rescue, ATP luminescence; higher % means a stronger effect | one-dose cellular ATP content (survival), % at 20 µM; EC50 in µM for titrated hits | 190,000 tested, under 10 active;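 active means EC50 below 50 µM in the dose-response confirmation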;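 further: death triggered by thapsigargin at about 15 µM added after 2 h compound pretreatment; cell ATP read after overnight thapsigargin exposure of roughly 18 to 22 hours; normalized against plate controls of thapsigargin alone and 5% DMSO vehicle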
P. falciparum M17LAP – P. falciparum M17LAP inhibitors, primary screen, biochemical, fluorogenic H-Leu-NHMec substrate, 1536-well (AID 1619). recombinant M17LAP, H-Leu-NHMec fluorogenic kinetic assay; higher % means a stronger effect. inhibition, % at 30 µM, or IC50 in µM where a hit was titrated. 220,000 compounds, 0.38% hits;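 active means compound inhibiting the enzyme by more than half at any dose during confirmatory dose-response retesting; inconclusive means strong single-dose inhibitors picked by rank but not retested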;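 further: plate controls were full reaction with DMSO carrier for no effect and no enzyme background for full effect; strong numbers were not always called active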
Dynein transport cytoplasmic EGFP – further read-out of Dynein transport, marked with its call; z-score; measured here: cytoplasmic GR-EGFP intensity; active compounds read high
Dynein transport nuclear GR-EGFP – recorded beside Dynein transport, whose call it bears; z-score; measured here: nuclear GR-EGFP intensity;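 lower value marks the stronger effect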
Dynein transport cell count – second read-out of Dynein transport, no call of its own (marks repeat the call); z-score; measured here: cell count per field
Insulin prom up cell count – further read-out of Insulin prom up, marked with its call; cell count; measured here: cytotoxicity, nuclei count;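 total cells summed across four imaged fields per well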
Hep lipid drop cells 6.5 µM – further read-out of Hep lipid drop, marked with its call; cell count; measured here: cell count, cytotoxicity flag;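 cells counted across two imaged fields per well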
MT stabilize HCS Hoechst-high % – second read-out of MT stabilize HCS, no call of its own (marks repeat the call); % Hoechst-high responders; measured here: nuclear condensation Hoechst responders;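 share of cells brighter than vehicle mean plus two SD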
MT stabilize HCS cytotoxicity % – also measured in MT stabilize HCS; calls as there; toxicity, %; measured here: cytotoxicity by cell density;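 0% = mean cell density of plate MIN control wells and 100% = no cells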
Autophagy HCS cell loss 18 h – also measured in Autophagy HCS; calls as there; toxicity, %; measured here: cell loss, nuclei count;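 cell loss after 18 h compound exposure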
* hit, by the source's call; i = inactive; ? = inconclusive; · = no result given; & = joins results of further samples. No enrichment for hits, and some 3.5% of all compounds hit somewhere here.

SMILES | M1AAP inhibition | MT stabilize HCS | MT stabilize HCS Hoechst-high % | MT stabilize HCS cytotoxicity % | Insulin prom up | Insulin prom up cell count | Dynein transport | Dynein transport cytoplasmic EGFP | Dynein transport nuclear GR-EGFP | Dynein transport cell count | Autophagy HCS | Autophagy HCS cell loss 18 h | Hep lipid drop | Hep lipid drop cells 6.5 µM | Yfh1-depleted yeast | ER stress rescue | P. falciparum M17LAP
O=C(C[n+]1ccc(C(=O)N/N=C/c2ccc(Br)cc2)cc1)c1ccccc1 | 0.7% | 1.0 | 3.0 | 10.7 | · | · | 0.235 | 0.00337 | 0.0348 | 0.3 | i | 0.7 | -1.6 | 755 | i | -5.5% | 1.3%
NC(=O)c1ccccc1NC(=O)/C=C/c1ccc(Cl)cc1 | 1.1% | 1.5 | 1.4 | 5.7 | 0.05 | 1962 | 0.0806 | -0.207 | -0.113 | 0.477 | i | -28.0 | -38.1 | 696 | i | -1.5% | -11.2%
CCc1ccc(CNc2ccc3c(c2)ncn3C)cc1 | 6.4% | 9.8 | 4.8 | 19.4 | -1.96 | 1132 | 2.36 | 0.302 | 2.13 | -3.3 | i | -42.9 | · | · | i | -1.9% | -1.8%
COc1cccc(-c2nnc(SCc3ccc(C#N)cc3)n2Cc2ccco2)c1 | -1.3% | 5.6 | 3.3 | 1.1 | · | · | -0.235 | -0.286 | -0.737 | -0.267 | i | 8.4 | · | · | i | 6.9% | 7.9%
CCOC(=O)c1[nH]c(C)c(CCC(=O)O)c1C | 4.4%&-1.2% | 3.6&1.0 | 1.6&1.8 | 3.3&8.0 | 1.37&1.42 | 803&819 | 0.959&-0.322 | -0.181&0.0511 | 0.512&-0.104 | -0.805&0.000664 | i | 2.5&-2.2 | -33.5 | 748 | i | -1.8%&-1.7% | -14.6%&-2.2%
Nc1ccc(S(=O)(=O)Nc2ccc(S(N)(=O)=O)cc2)cc1 | -0.2% | 5.1 | 3.5 | 6.9 | -0.53 | 939 | -0.378 | -0.285 | -0.169 | 0.504 | i | -3.0 | -1.1 | 716 | i | -4.4% | -9.1%
COc1cc(NC(=S)NC(=O)c2ccco2)ccc1NC(=O)C(C)C | 7.0% | 5.9 | 2.6 | 6.4 | 0.36 | 1579 | -1.2 | -0.341 | 0.162 | 1.34 | i | 8.6 | -1.1 | 685 | i | 0.2% | 2.6%
COc1ccc(C(=O)N/C(=C\c2ccco2)C(=O)OCc2ccco2)cc1 | 6.4% | · | · | · | · | · | 0.148 | -0.17 | 0.485 | -0.526 | · | · | -1.7 | 691 | i | · | 13.8%
O=C(NCCc1ccccc1)Nc1ccc(Cl)cc1 | 4.6% | 5.0 | 1.8 | 2.9 | -0.53 | 1244 | -0.0876 | -0.265 | -0.0793 | 0.935 | i | 3.4 | -17.0 | 668 | i | 0.5% | -3.6%
O=C(COc1ccc(F)cc1)Nc1ccc(-n2cnnn2)cc1 | -7.4% | 1.9 | 1.3 | 0.8 | -0.37 | 1101 | -1.08 | -0.26 | -0.358 | 0.333 | i | -8.2 | 1.2 | 816 | i | -1.2% | 8.3%
CC(=O)Nc1cc(NC(C)=O)c(N=Nc2ccccc2)cc1C | 7.7% | · | · | · | -0.54 | 1049 | 0.58 | -0.213 | 0.757 | -0.993 | · | · | 12.4 | 735 | i | · | 27.9%
C=CCn1c(=S)[nH]c2scc(-c3ccc(C)o3)c2c1=O | 0.2% | 5.2 | 3.7 | 6.2 | 0.23 | 1394 | 1.21 | -0.22 | 0.528 | 0.139 | i | 1.3 | 6.4 | 710 | i | -1.8% | 38.9%
CCN(CC)C(=O)CSc1nc2ncccc2[nH]1 | 2.0% | 5.1 | 2.5 | 3.9 | 0.96 | 1167 | 1.66 | -0.144 | 1.27 | -1.62 | i | 7.5 | · | · | i | 1.3% | 6.0%
CCCc1ccc(C(=O)NNc2cccc(C)c2)cc1 | 8.1% | · | · | · | -0.79 | 1314 | 0.261 | -0.246 | -0.145 | 0.389 | · | · | · | · | i | · | 3.0%
O=C(N/C(=C\c1ccc2c(c1)OCO2)C(=O)N1CCOCC1)c1cccs1 | 15.2% | 2.6 | 1.5 | 7.3 | 0.21 | 2042 | -0.204 | -0.211 | -0.406 | 0.852 | i | -8.6 | -0.5 | 665 | i | -0.5% | 12.6%
COC(=O)c1nnn(-c2nonc2N)c1CSc1nc2ccccc2o1 | -4.4% | 2.9 | 2.4 | 8.7 | -0.43 | 1537 | 0.108 | 0.165 | 0.446 | 0.339 | i | -20.5 | · | · | i | 0.1% | -0.1%
COC(=O)c1ccc(N2CCN(S(=O)(=O)c3ccccc3)CC2)c([N+](=O)[O-])c1 | -1.5% | 1.7 | 1.7 | 9.1 | -0.3 | 1876 | · | · | · | · | i | -1.3 | -12.6 | 644 | i | -2.1% | -8.9%
CCOC(=O)c1sc2nc3c(SCCC(=O)O)cc(C(=O)c4cc(OC)ccc4O)cn3c(=O)c2c1C | 0.0% | 4.4 | 2.2 | 4.2 | 0.15 | 1379 | 0.423 | 0.21 | 0.519 | -0.0885 | i | 6.9 | 9.2 | 682 | i | -1.8% | -1.1%
CC(=O)N1CCc2cc(S(=O)(=O)CCC(=O)Nc3ccc4c(c3)OCCO4)ccc21 | 7.4% | 2.6 | 1.6 | 6.8 | -0.28 | 1654 | -0.537 | -0.209 | -0.424 | 0.636 | i | 19.3 | · | · | · | -0.9% | 4.8%
COC(=O)c1cc2c(C)c(C)c3ccccn3c-2c1C(=O)OC | 5.8% | 2.0 | 2.2 | 7.4 | · | · | 1.27 | 0.778 | 1.07 | 1.25 | i | 4.2 | -2.1 | 797 | i | -4.4% | 1.9%
O=C(COc1cccc2ccccc12)N1CCN(c2ccccn2)CC1 | 5.7% | 3.7 | 2.4 | 4.3 | -0.18 | 1893 | -0.649 | 0.0214 | -0.571 | 1.23 | i | -7.7 | 27.1 | 588 | i | -2.9% | -8.4%
O=S(=O)(c1cccc2cccnc12)N1CCN(c2ccccn2)CC1 | -3.2% | 1.5 | 1.4 | 6.7 | · | · | -0.608 | -0.282 | -0.112 | 0.557 | i | 24.9 | 5.8 | 732 | i | -1.3% | -0.3%
C#CCOCCOCCOCCNc1nc(N2CCN(C(=O)[C@H](CCC(=O)O)n3cc(C(N)CC(C)C)nn3)CC2)nc(N2CCN(C(=O)[C@H](Cc3ccc(O)cc3)n3cc(C(N)CC(C)C)nn3)CC2)n1 (some centres undefined) | 4.8% | 1.3 | 1.5 | 1.5 | 1.07 | 1517 | -0.633 | -0.222 | -0.114 | -0.0872 | i | -3.1 | 19.4 | 698 | i | -0.7% | 7.4%
COc1ccc(NC(=O)CC(NCCc2ccccc2)C(=O)O)c(OC)c1 (centres undefined) | 3.8% | 3.0 | 1.8 | 0.6 | 0.2 | 1594 | 0.0279 | -0.218 | 0.199 | -0.0135 | i | 15.4 | · | · | i | 0.1% | 5.3%
Cc1cc(C)c2nc(/N=C(\N)NC(=O)Nc3ccccc3)nc(C)c2c1 | -0.1% | 2.3 | 2.7 | 0.1 | -0.06 | 995 | -1.01 | -0.233 | -0.264 | 0.404 | i | -18.2 | 26.4 | 728 | i | -1.6% | 5.6%

The list goes on:
SMILES | M1AAP inhibition | MT stabilize HCS | MT stabilize HCS Hoechst-high % | MT stabilize HCS cytotoxicity % | Insulin prom up | Insulin prom up cell count | Dynein transport | Dynein transport cytoplasmic EGFP | Dynein transport nuclear GR-EGFP | Dynein transport cell count | Autophagy HCS | Autophagy HCS cell loss 18 h | Hep lipid drop | Hep lipid drop cells 6.5 µM | Yfh1-depleted yeast | ER stress rescue | P. falciparum M17LAP
CN(C(=O)COC(=O)c1cccc(NS(=O)(=O)c2ccc(F)c(F)c2)c1)C1CCS(=O)(=O)C1 (centres undefined) | 1.6% | 4.3 | 2.0 | 11.5 | 0.7 | 1201 | 2.53 | -0.0249 | 2.05 | -1.94 | i | -12.3 | 2.3 | 689 | i | -0.4% | -2.8%
O=C(COC(=O)c1c2c(nc3ccccc13)CCN(Cc1ccccc1)C2)Nc1c(F)cccc1F | 16.6% | 2.0 | 3.2 | 9.7 | -0.45 | 1405 | 1.27 | -0.213 | 0.464 | -1.18 | ? | · | · | · | i | -0.6% | -23.1%
COc1cccc(C=Nc2cccnc2)c1O | -1.2% | 4.4 | 2.9 | 7.3 | 0.34 | 1490 | 1.15 | -0.192 | 0.886 | -0.966 | i | 0.8 | · | · | i | 1.3% | 7.8%
O=S(=O)(c1ccc(Br)cc1)N1CCn2c(nc3ccccc32)C1 | 2.4% | 6.4 | 2.7 | 10.8 | -0.08 | 958 | -0.524 | -0.218 | -0.288 | 0.221 | i | -12.7 | · | · | i | 0.6% | -18.2%
O=C(c1ccco1)N1CCN(c2cc(=O)n(C3CCCCC3)c(=O)[nH]2)CC1 | -0.3% | 5.5 | 2.8 | 15.3 | -0.21 | 1539 | 0.141 | -0.356 | 0.186 | 0.00893 | i | 17.1 | · | · | i | 0.5% | 5.9%
NCCCC[C@H](NC(=O)C1CCNCC1)c1nnc(CN)o1 | 2.9% | 2.8 | 1.3 | 3.7 | 0.68 | 1345 | -0.559 | -0.34 | -0.0821 | 0.28 | i | -12.6 | 13.9 | 742 | i | 1.5% | 2.3%
